PAFAH1B3 FP inh = inhibitors of human PAFAH1B3. Q15102. recombinant PAFAH1B3, FP-rhodamine probe, fluorescence polarization. inhibition, % at 3.39 µM. 340,000 tested, 0.28% active. AID 492972;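 active = inhibition above the screen-wide average of all tested compounds plus 3 SD, cut at about 25% in these data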;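 also: 0% = enzyme with DMSO only and 100% = wells lacking PAFAH1B3 protein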
Target sequence (Q15102 whole entry, looked up): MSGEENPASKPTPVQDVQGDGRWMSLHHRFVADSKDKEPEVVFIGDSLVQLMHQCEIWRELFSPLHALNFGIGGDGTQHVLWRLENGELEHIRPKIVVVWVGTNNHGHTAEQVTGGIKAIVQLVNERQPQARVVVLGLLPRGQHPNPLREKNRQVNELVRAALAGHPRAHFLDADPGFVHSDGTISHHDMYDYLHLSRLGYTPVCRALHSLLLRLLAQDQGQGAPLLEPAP
pPAFAH FP inh = pPAFAH (human) enzyme inhibition; inhibition, % at 3.39 µM; Q13093; recombinant pPAFAH, FP-rhodamine probe fluorescence polarization; 330,000 tested, 1.5% active;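 active = inhibition above the mean inhibition across the screen plus 3 SD, cut at about 25% in these data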;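 also: inhibitors block binding of the rhodamine activity-based probe so polarization drops; 0% = enzyme with DMSO and 100% = wells lacking pPAFAH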
LYPLA1 inh = blocks human lysophospholipase 1, a PME1 counter-screen; 320,000 tested, 0.16% active; recombinant LYPLA1, FP-Rh probe fluorescence polarization; inhibition, % at 5.9 µM; O75608;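 active = inhibition above the mean of all tested compounds plus 3 SD, set per campaign, cut at about 14% in these data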;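 also: inhibitors block serine hydrolase probe labeling of LYPLA1 so polarization falls; 0% = enzyme with DMSO and 100% = wells lacking LYPLA1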
PME-1 primary = blocks human protein phosphatase methylesterase 1; Q9Y570; recombinant PME-1, FP-Rh probe fluorescence polarization; inhibition, % at 5.9 µM; 320,000 tested, 0.53% active;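 active = inhibition above the campaign mean of all compounds plus 3 SD, cut at about 26% in these data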;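 also: competitive labeling of PME-1 active site by serine hydrolase directed probe; 0% = PME-1 with DMSO and 100% = wells lacking PME-1 enzyme; inhibitors block probe labeling so polarization falls and inhibition rises; many of its hits are not listed in these tables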
PAFAH1B2 FP inh = inhibitors of human PAFAH1B2; recombinant PAFAH1B2, FP-rhodamine activity probe, fluorescence polarization; AID 492953; P68402; 340,000 tested, 1.2% active; inhibition, % at 3.39 µM;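 active = inhibition above the mean of all tested compounds plus 3 SD, cut at about 24% in these data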;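 also: 0% = enzyme with DMSO and 100% = wells lacking PAFAH1B2; many of its hits are not listed in these tables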
Target sequence (P68402 whole entry, looked up): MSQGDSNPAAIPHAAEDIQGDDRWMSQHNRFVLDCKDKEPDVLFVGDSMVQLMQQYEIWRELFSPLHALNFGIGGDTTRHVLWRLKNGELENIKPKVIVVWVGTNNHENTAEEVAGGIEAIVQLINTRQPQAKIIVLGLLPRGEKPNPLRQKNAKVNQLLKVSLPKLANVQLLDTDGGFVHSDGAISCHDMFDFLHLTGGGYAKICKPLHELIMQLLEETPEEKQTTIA
Fam108B counter = Fam108B inhibition, counter-screen for RBBP9 inhibitors | 300,000 tested, 0.33% active | inhibition, % at 9.51 µM | recombinant Fam108B, FP-Rh probe fluorescence polarization;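 active = inhibition above the screen mean inhibition plus 3 SD, computed separately per campaign, cut at about 18% in these data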;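 also: inhibitors lower polarization as less probe binds the enzyme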
PAFAH2 FP inh = PAFAH2 (human) inhibition; Q99487; recombinant PAFAH2, FP-rhodamine activity probe, fluorescence polarization; inhibition, % at 3.39 µM; 340,000 tested, 0.99% active; AID 492956;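 active = inhibition above the mean over all tested compounds plus 3 SD, cut at about 30% in these data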;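 also: inhibitors block probe labeling of enzyme so polarization drops; 0% = enzyme with DMSO and 100% = wells lacking PAFAH2 protein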
PAD4 FP inh = inhibitors of human PAD4 | Q9UM07 | 330,000 tested, 0.41% active | recombinant PAD4, RCA probe fluorescence polarization | inhibition, % at 6.36 µM;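 active = percent inhibition above a cutoff equal to the mean of all tested compounds plus 3 SD, cut at about 15% in these data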;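 also: 0% = PAD4 with RCA probe and DMSO and 100% = probe without PAD4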
Target sequence (Q9UM07 whole entry, looked up): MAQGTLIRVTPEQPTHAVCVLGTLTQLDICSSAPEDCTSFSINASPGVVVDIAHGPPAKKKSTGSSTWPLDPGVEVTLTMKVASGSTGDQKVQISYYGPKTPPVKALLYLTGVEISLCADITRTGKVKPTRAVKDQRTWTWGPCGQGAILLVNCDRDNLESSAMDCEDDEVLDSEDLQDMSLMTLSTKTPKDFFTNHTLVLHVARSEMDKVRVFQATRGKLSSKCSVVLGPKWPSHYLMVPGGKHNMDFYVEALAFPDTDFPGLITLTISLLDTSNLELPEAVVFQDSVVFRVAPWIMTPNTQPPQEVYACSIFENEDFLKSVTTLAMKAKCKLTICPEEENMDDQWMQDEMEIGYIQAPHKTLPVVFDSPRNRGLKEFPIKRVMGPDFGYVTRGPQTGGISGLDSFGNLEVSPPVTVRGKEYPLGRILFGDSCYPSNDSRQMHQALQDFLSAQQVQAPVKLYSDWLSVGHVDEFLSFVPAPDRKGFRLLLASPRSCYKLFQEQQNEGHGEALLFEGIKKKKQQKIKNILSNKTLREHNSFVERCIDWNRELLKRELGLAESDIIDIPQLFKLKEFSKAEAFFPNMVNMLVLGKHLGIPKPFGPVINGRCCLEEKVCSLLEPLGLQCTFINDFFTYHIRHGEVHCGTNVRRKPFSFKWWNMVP
GSTO1 inh = blocks human GSTO1 in RBBP9 counter-screen; inhibition, % at 5.96 µM; 300,000 tested, 1.1% active; AID 1974; P78417; recombinant GSTO1, activity-based probe fluorescence polarization;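 active = inhibition above the campaign mean inhibition plus 3 SD, cut at about 35% in these data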;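 also: 0% = GSTO1-1 with DMSO and 100% = wells lacking GSTO1-1 enzyme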
The depositor's hits bear a star; · = not tested or not shown. These rows are one share of the data. The share of hits here may be higher or lower than overall.

Every second line gives: PAFAH1B3 FP inh	pPAFAH FP inh	LYPLA1 inh	PME-1 primary	PAFAH1B2 FP inh	Fam108B counter	PAFAH2 FP inh	PAD4 FP inh	GSTO1 inh
> CC1(C)Cn2c(nc(=O)c3c2NCN(CCc2ccccc2)C3)S1
    7	9	1	-1	0	0	-6	-1	-1
> O=C(Nc1ccccc1C(=O)O)c1ccc2ccccc2n1
    -2	-6	2	-3	6	2	-2	-4	-9
> O=c1c2c(nc3c(-c4ccc(Cl)cc4)c[nH]n13)CCC2
    11	7	-3	-6	9	9	15	0	-8
> C[C@H](CO)N1C[C@H](C)[C@H](CN(C)S(=O)(=O)c2cn(C)cn2)Oc2ccc(NC(=O)Nc3ccc(C(F)(F)F)cc3)cc2CC1=O
    6	5	·	·	0	·	-25	0	·
> COc1ccc(C(=O)Nc2cc(C)nn2-c2cccc(F)c2)cc1
    8	6	-2	-12	5	0	0	-1	4
> Cc1cccc(C)c1-n1c(C)nn(CCOc2ccccc2)c1=O
    -6	2	5	-1	5	3	-4	0	-2
> Cc1ccc(C)c(Cc2c(C)nc3c(C(=O)NCc4ccc5c(c4)OCO5)cnn3c2C)c1
    ·	5	-7	-6	·	-11	·	-6	9
> Cc1ccc(S(=O)(=O)NCC(=O)Nc2cccc([N+](=O)[O-])c2)cc1
    16	-10	-1	-8	10	-8	-1	-2	-4
> COc1ccc(/C=C/C(=O)c2ccc(OC)cc2OC)c(OC)c1
    2	-6	0	-9	-1	-6	-10	-2	-19
> COc1cc(Cl)ccc1S(=O)(=O)n1nc(C)cc1C
    6	2	1	-2	1	4	-1	-3	9
> O=C(Nc1cc(C(F)(F)F)ccc1-n1cncn1)C1CC1
    2	-1	-2	-1	-3	1	-1	-2	1
> Cc1ccc(SCCC(=O)NC2CC2)cc1
    5	2	2	3	13	-1	-1	-2	-2
> O=C(NC1CCN(Cc2ccccc2)CC1)c1ccccc1OCc1ccccc1Cl
    5	6	1	16	3	6	5	-4	6
> COc1cc2c(cc1OC)CN(c1ncccc1[N+](=O)[O-])CC2
    3	10	-2	8	4	-3	2	-3	-10
> COc1ccccc1C1(CCNC(C)c2cccs2)CCOC(C(C)C)C1 (stereo not drawn)
    ·	-4	0	5	·	0	·	1	0
> CC1(C)CC(=O)N(c2cccc(C(F)(F)F)c2)C(=O)C1
    12	3	1	-2	-3	-11	1	-2	3
> CCO[C@H]1OC(C(=O)N2CCN(Cc3ccc4c(c3)OCO4)CC2)=C[C@@H](c2cn(C(C)=O)c3ccccc23)[C@@H]1CCCO
    4	4	1	3	8	-2	-1	-3	-3
> O=C(COc1ccc([N+](=O)[O-])cc1)NCCc1nc2ccccc2[nH]1
    ·	2	-5	12	·	-2	·	1	4
> Cc1cc(S(=O)(=O)c2cc3ccc(O)c(C)c3oc2=O)ccc1F
    11	7	0	0	12	2	3	1	-5
> O=C1c2ccccc2C2(c3ccccc3)NCCN12 (stereo not drawn)
    -5	1	-1	1	2	1	9	0	7
> Cc1ccc(C(=O)OCC2OC3OC(C)(C)OC3C2O)cc1 (stereo not drawn)
    -2	1	-4	-3	3	5	14	-2	14
> O=C(CSc1nnnn1-c1cccc(O)c1)NC1CC1
    15	3	2	4	0	4	1	0	-1
> CC(C)CC(=O)NN(C)c1nc(-c2ccccc2)nnc1C(F)(F)F
    1	7	-3	2	5	0	-9	-1	-5
> O=C(CCC(=O)OCC(=O)c1ccc(-c2ccccc2)cc1)Nc1cccc2cccnc12
    3	6	-6	-2	3	-5	2	-4	-1
> CC(=O)Nc1nonc1NC(=O)CSC1=NCCS1
    8	5	2	-5	4	1	2	4	-4
> COc1ccccc1-n1cnnc1SCC(=O)Nc1nc(C)c(Cl)cc1Cl
    9	2	0	-1	0	-2	-1	-2	5
> NC(=S)NNC(=O)c1cccc(Cl)c1
    15	9	-1	3	-6	6	5	7	0
> O=C(NCc1ccco1)c1sc2ccccc2c1Cl
    8	4	1	-2	3	-4	5	0	-1
> CC(NC(=O)/C(C#N)=C1\N=C(NC(=O)c2ccco2)c2ccccc21)c1ccccc1 (stereo not drawn)
    ·	4	-3	2	·	1	·	-14	-48
> CC(O)c1cccc(N=Cc2ccc3ccccc3c2O)c1 (stereo not drawn)
    -3	2	2	-5	2	0	11	-4	8
> COc1ccc(N2CCN(CC(O)COCCOc3ccc(Br)cc3)CC2)cc1 (stereo not drawn)
    8	0	-1	-5	4	-3	-3	4	6
> O=C(Nc1c2n(c(=S)n(-c3ccccc3)c1=O)CCCCC2)c1ccccc1
    0	5	-2	4	0	1	-1	-4	12
> COC(=O)[C@H](CCSC)NC(=O)N1CCN(Cc2ccccc2)CC1
    -1	-2	2	0	2	-2	0	-3	-10
> CCC(NC(=O)c1ccccc1O)c1ccccc1 (stereo not drawn)
    -2	-1	-3	0	14	-3	4	-4	-2
> CCCCn1c(O)c(N=NC(=O)c2ccco2)c2ccccc21
    4	13	-2	3	6	1	-9	-4	2
> COc1cc(/C=N/n2c(C)n[nH]c2=S)ccc1OCc1ccc(F)cc1
    4	4	2	3	4	-3	-7	4	2
> Cc1ccc(NC(=O)c2ccc(NCCCN3CCC(C)CC3)c([N+](=O)[O-])c2)c(C)c1
    2	2	1	-10	1	-1	-10	-2	2
> Cc1ccccc1-c1nnc(SCC(=O)Nc2cccc(C)c2C)o1
    11	6	0	2	4	2	-2	-2	-2
> Cc1cc(C(=O)N/N=C/c2ccc(Br)o2)n[nH]1
    3	3	1	-4	0	-7	4	-2	2
> COc1ccc(N(C)S(=O)(=O)c2cccc(C(=O)NC3CCCC(C)C3C)c2)cc1 (stereo not drawn)
    10	5	-5	-2	2	1	0	-4	6
> CSc1cccc(NS(=O)(=O)c2ccc(F)cc2)c1
    9	1	0	-8	8	-1	0	-3	10
> Cc1ccnc(NC(=O)CCC(=O)N(CC(=O)NC2CCCCC2)CC2CCCO2)c1 (stereo not drawn)
    0	6	-2	2	0	1	2	-1	6
> O=C(/C=C/c1cccc([N+](=O)[O-])c1)NCCSCc1c(Cl)cccc1Cl
    -8	12	-9	-6	-3	0	5	2	-5
> Cc1ccccc1N/N=C/c1c(C)nc2ccccn12
    11	17	-1	11	4	5	10	-4	11
> CCOc1ccc(N2C(=O)CC(Sc3nc(CC(C)C)ccc3C#N)C2=O)cc1 (stereo not drawn)
    -1	6	-4	0	0	4	-1	-5	6
> CC(=O)Nc1cccc(Oc2cnc3ccccc3n2)c1
    3	-3	-3	-6	8	-1	8	-6	-4
> CS(=O)(=O)N(CC(=O)N1CCN(c2ccccc2)CC1)c1ccccc1Cl
    -3	1	-2	-20	-2	-18	0	-8	-14
> CC[C@@H](C)[C@@H]1CN([C@@H](C)CN2CCC[C@H]2CN2C(N)=NC[C@H]2CC(C)C)C(=N)N1CCCC1CCCC1
    0	-6	·	·	4	·	-1	-4	·
> Cc1cc(C)c(NC(=O)C2c3ccccc3Oc3ccccc32)c(C)c1
    -3	3	0	1	4	2	-3	1	-3
> COc1ccc(Cn2c(N)c(S(=O)(=O)c3cccs3)c3nc4ccccc4nc32)cc1
    1	0	-3	3	1	-1	-9	-1	-7
> COc1ccc(CCNC(=O)C/C(C)=N/NC(=O)c2ccc(Cl)cc2Cl)cc1OC
    11	2	1	-2	3	-1	5	0	6
> Cc1cc(NS(=O)(=O)c2ccc(Nc3nc(-c4sc(NC(=O)c5ccccc5)nc4C)cs3)cc2)no1
    ·	69*	41*	81*	·	-9	·	-15	9
> Cc1cccc(C(=O)OCC(=O)N2CC(C)CC(C)C2)c1C (stereo not drawn)
    3	-1	·	·	7	·	1	3	·
> CCOC(=O)c1c(C)[nH]c(C(=O)OCC(=O)NC2CCS(=O)(=O)C2)c1C (stereo not drawn)
    7	-4	-1	-1	5	7	-7	0	4
> COC(=O)c1ccc(CN2CCN(C(C)C)C(CCO)C2)cc1 (stereo not drawn)
    1	-2	4	5	-5	-5	-4	-1	5
> Cc1cnc(NC(=O)CSc2nnc(-c3ccc(Cl)cc3Cl)n2N)s1
    -1	5	1	0	15	2	-4	-8	-1
> O=C1CN(S(=O)(=O)c2ccccc2)CCN1S(=O)(=O)c1ccccc1
    -4	3	-3	-3	-2	-6	-6	2	6
> OC(CNC1CCCCC1)COCCOc1ccc(Br)cc1 (stereo not drawn)
    3	1	-2	1	2	0	-2	0	0
> CCCCOc1ccccc1C(=O)NCC(=O)O
    1	2	0	-3	6	1	3	0	7
> COc1ccccc1NC(=O)CCc1nc2ccccc2s1
    6	2	0	3	4	-3	0	-2	0

Further results follow.
Every second line gives: PAFAH1B3 FP inh	pPAFAH FP inh	LYPLA1 inh	PME-1 primary	PAFAH1B2 FP inh	Fam108B counter	PAFAH2 FP inh	PAD4 FP inh	GSTO1 inh
> COc1cccc(C(C(=O)NC2CCCC2)N(C(=O)c2ccco2)c2cccc(C(C)=O)c2)c1OC (stereo not drawn)
    7	2	0	2	-7	-1	15	0	-3
> Cc1ccc(NC(=O)CNC(=O)c2cccs2)c(O)c1
    -2	6	-1	2	1	-3	-4	-2	6
> COCC1CCN(C(=O)CC2C(=O)NCCN2Cc2cccc(Oc3ccccc3)c2)CC1 (stereo not drawn)
    5	0	8	3	5	-5	5	-3	-4
> CC1CCCCC1NC(=O)c1cncc(Br)c1 (stereo not drawn)
    4	1	-3	2	5	-1	-6	0	2
> CC(C)C1C(C#N)=C(N)Oc2n[nH]c(-c3ccc4ccccc4c3)c21 (stereo not drawn)
    3	4	-25	-24	-4	-15	0	-8	-3
> CC(=O)N1CCC(N(CCN2CCOCC2)C(=S)Nc2cc(C)ccc2C)CC1
    2	-2	1	2	-1	2	2	-4	4
> COc1cc(C2NC(=O)NC(c3ccccc3)=C2C(C)=O)cc(Cl)c1OCC(=O)O (stereo not drawn)
    12	4	4	-3	7	1	5	-1	4
> CCn1c(=N)n(CC(O)c2ccco2)c2ccccc21 (stereo not drawn)
    5	5	-1	-4	4	2	-3	2	-4
> CCn1ncc(/C=N\NC(=O)Cc2ccc([N+](=O)[O-])cc2)c1C
    -1	4	-2	-3	0	1	0	6	3
> CC(C)COc1ccc(Cc2cnc(N)nc2N)cc1
    3	2	2	5	3	0	-4	-1	1
> CSc1nc(C)cc(SCC(=O)Nc2ccc(Cl)cc2Cl)n1
    -3	5	-3	-3	3	-3	-3	0	-7
> Cn1c(CC(=O)Nc2ccccc2F)nnc1SCC(=O)Nc1nncs1
    -1	-1	-2	7	0	-6	-2	-1	2
> COc1ccc(-c2cn[nH]c2C)cc1OC
    13	-10	-1	-4	8	-5	-1	-5	11
> O=c1ccc(-c2ccc(S(=O)(=O)Nc3ccccc3Cl)o2)n[nH]1
    14	5	2	9	4	1	9	-4	-5
> O=C(CSc1ncc(-c2ccccc2)[nH]1)Nc1cccc(O)c1
    1	2	0	0	8	0	3	6	8
> Cc1ccc2ncnc(NCCCN3CCOCC3)c2c1
    -2	-1	0	5	3	0	-2	1	-2
> O=C(NCc1ccncc1)C1CCN(S(=O)(=O)Cc2ccccc2)CC1
    -4	-2	-1	-6	-1	-1	0	2	7
> CCCc1nn(C)c2c(=O)[nH]c(-c3cc(S(=O)(=O)N(CCO)CCO)ccc3OCC)nc12
    6	-4	-3	-3	5	1	7	-2	10
> Cc1ccc(S(=O)(=O)NC(=NCC(=O)O)c2ccccc2)cc1
    1	2	3	0	1	-1	12	-1	7
> O=C(NCc1cccs1)C1CCCN(S(=O)(=O)c2ccc(Br)s2)C1 (stereo not drawn)
    -2	7	2	8	5	-3	1	-6	19
> CCOC(=O)COc1c(Cl)cc(C2NC(=S)NC(c3ccccc3)=C2C(C)=O)cc1OCC (stereo not drawn)
    -6	5	-3	-1	1	-2	1	0	8

Screens deposited in PubChem by The Scripps Research Institute Molecular Screening Center.
